# Screens (PubChem)
# Nrf2 activator – Nrf2 pathway activation | AREc32 ARE-luciferase reporter (MCF7-derived line), luminescence, 24 h | Potency, µM (doses to about 46.1 µM), for inactives: at the highest dose activation, hits mostly activators | actives 0.31% (n = 410,000) | AID 624171; further: potency means the concentration at half of the fitted maximal effect; % of control where 0% means no effect; nearly all actives have a fitted effect of over 65% in size
#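 AREc32_Fluc, 1000 cells/well, OPTI-MEM + 5% FBS, o/n 37 deg C 5% CO2; 23 nL cpd by pin tool, 24 hr; Steady-Glo 30 min RT, luminescence.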
# A549 viability – A549 cytotoxicity, counter-screen for Nrf2 inhibitors | A549 ARE-Fluc cells, CellTiter-Fluor viability, 18-24 h | Potency, µM (titrated, usually from 46 µM), for the others: top-dose activity change, negative = cytotoxicity, usual class: inhibitors | actives 0.16% (n = 390,000) | AID 504648; further: potency means the concentration at half of the fitted maximal effect; on the % scale 0 is the no-effect control and ±100 the full control effect
#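 Cytotoxicity counterscreen: CellTiter-Fluor fluorescence was measured in A549 ARE_Fluc cells after 18-24 h of compound exposure in a concentration series. The subsequent BugLite luminescent read reports ARE-luciferase activity.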
# S2 tox – cell viability loss in ATXN counter-screen; S2 cells (HEK-293 line with an ATXN2-luciferase reporter) viability, CellTiter-Fluor protease fluorescence, 24 h; Potency, µM (titrated, usually from 56.7 µM), most hits filed as cytotoxic; actives 0.49% (n = 400,000); further: potency means the concentration at half of the fitted maximal effect; nearly all actives have a fitted effect of over 40% in size
# HepG2 tox – counter-screen for TGF-b inhibitors: cytotoxicity in HepG2 cells; HepG2 CAGA-GFP viability, ATP luminescence, 18 h; Potency, µM (highest dose often 46.1 µM), inactives show at the top dose activity change, negative = cytotoxicity, usual class: cytotoxic; actives 0.76% (n = 410,000); further: potency means the concentration at half of the fitted maximal effect; some results filed as inactive show a strong effect at the top dose
#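 HepG2 CAGA-GFP cells (1000/well, DMEM with 1% FBS) received compound, then TGF-beta at 500 pg/mL final, and were incubated 18 hours at 37 degrees C. Viability was read by CellTiter-Glo luminescence. Media-only wells were set as complete cell-killing and DMSO as no toxicity.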
# pAkt inh – Akt phosphorylation inhibition. Neuro2A IGF-stimulated pAkt S473 HTRF, 20 min; hits give low values. activity change, % for hits at 50 µM. actives 0.32% (n = 360,000). AID 651550; in the data active means activity change below about -80%; inconclusive means mostly about -51% to -80%; further: on the % scale 0 is the no-effect control and ±100 the full control effect
#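 Neuro2A cells (4,500/well, DMEM with 0.5% FBS) were treated with compound at a single 50 µM final concentration, stimulated with 6 nM IGF for 20 min at 37 °C, and lysed. Phospho-Akt Ser473 was read by HTRF as 665/615 ratio ×10^4.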
# TGFb inhibitor – TGF-b pathway inhibition; HepG2 CAGA-GFP TGF-b/SMAD3 reporter, GFP fluorescence, 18 h; TGF-beta stimulated, 500 pg/mL final; Potency, µM (doses to about 46.1 µM), for the others: at the highest dose activity, negative = inhibition, hits mostly inhibitors; actives 1.2% (n = 410,000); AID 588855; further: potency means the concentration at half of the fitted maximal effect; on the % scale 0 is the no-effect control and ±100 the full control effect; nearly all actives have a fitted effect of over 65% in size
#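 Smad-responsive CAGA-GFP expression was quantified in HEPG2 cells exposed to compounds and 500 pg/mL final TGF-beta for 18 h at 37 degrees C; unstimulated wells defined full inhibition.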
# CCT modulator – modulators of cytosolic chaperonin (CCT/TRiC) activity | purified chaperonin ATPase assay, HTRF ADP detection, 30 min | AID 651819 | actives 0.3% (n = 360,000) | activity change, % (no concentration beside the values), hits read low; in the data active means activity change below about -30%; further: on the % scale 0 is the no-effect control and ±100 the full control effect
#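 TRiC at 40 or 20 nM final (batch-dependent) in 30 mM Tris pH 7.4, 100 mM KCl, 5 mM MgCl2, 1 mM DTT, with compound at single 76 uM and 10 uM ATP, 30 min at 37 deg C. ADP detected by HTRF Transcreener, 665/615 ratio.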
# Nrf2 inh – blocks Nrf2 signaling; Potency, µM (top dose mostly 46 µM), for the others: at the highest dose activity change, negative = inhibition, actives largely listed as inhibitors; AID 504444; A549 ARE-Fluc reporter, luciferase luminescence, 18-24 h; actives 2.1% (n = 360,000); further: potency means the concentration at half of the fitted maximal effect; on the % scale 0 is the no-effect control and ±100 the full control effect; nearly all actives have a fitted effect of over 60% in size
#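 In this cell-based qHTS, ARE-driven firefly luciferase in A549 cells reports Nrf2 activity; the luminescent signal after BugLite lysis is the measured value, with a prior CellTiter-Fluor read for cell health.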
# Mm-Cpn inhibitor – blocks the Methanococcus maripaludis chaperonin Mm-Cpn. purified Mm-Cpn ATPase, ADP Transcreener TR-FRET. Potency, µM (top dose mostly 76.9 µM), without a hit: at the top dose activity, negative = inhibition, most hits filed as inhibitors. actives 0.031% (n = 330,000). AID 504842; further: potency means the concentration at half of the fitted maximal effect; on the % scale 0 is the no-effect control and ±100 the full control effect; nearly all actives have a fitted effect of over 80% in size
#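 ATPase turnover read by TR-FRET ADP competition (Eu cryptate antibody/ADP-d2, 665/590 nm): 10uM ATP final, 25nM Mm-CPN final, 30 min 37degC after 10-min compound preincubation, pH 7.4 Tris/KCl/MgCl2/DTT buffer.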
# * hit, by the source's call; i = inactive; u = inconclusive; x = not tested or not shown; [ ] = another dose, or the depositor's remark. Unless noted, the call rests on the fitted dose curve; in most records, active means well fitted curve in the direction sought with a large enough effect; inconclusive means small, poorly fitted or top-dose-only effect, or another doubt; inactive means no such curve, though single readings can be large; an effect the other way counts as inactive or inconclusive. This is a random part of the collection, and some 4.4% of all compounds hit somewhere here.
SMILES,Nrf2 activator,A549 viability,S2 tox,HepG2 tox,pAkt inh,TGFb inhibitor,CCT modulator,Nrf2 inh,Mm-Cpn inhibitor
CCc1cccc(C)c1NC(=O)CN(C)Cc1cccc(F)c1,-0.7%,0%,i,-18%,i,9%,1.1,8%,1%
Cc1ccc(CCNC(=O)CN(C)S(=O)(=O)c2ccc3c(c2)c(=O)n(C)c(=O)n3C)cc1,0.1%,-2%,i,3%,i,7%,1.2,12%,-1%
Cc1ccc(NC(=O)/C=C\C(=O)NCC(=O)O)cc1C,0.2%,2%,u,-1%,i,6%,-1.8,u,0%
CCOC(=O)c1c(C)n(C(=O)c2ccco2)c(=O)n1C(=O)c1ccco1,2.1%,-4%,i,-19%,i,1%,-1.5,5%,1%
COc1cc(CNn2c(C)n[nH]c2=S)cc(Cl)c1OCC(=O)NC(C)(C)C,2.0%,0%,i,-6%,i,-5%,-0.5,u,-1%
O=C(CN1C(=O)CSc2ncccc21)N1CCOCC1,-0.1%,-1%,i,0%,i,-4%,1.2,1%,1%
Cc1ccc(C(=O)Nc2ccc(F)cc2)cc1NC1=NC2CS(=O)(=O)CC2S1 (configuration not stated),-0.1%,-1%,i,26%,i,12%,0.3,19%,-5%
CNc1ccccc1C(C)(C)c1cc(-c2ccco2)n[nH]1,-0.1%,-1%,i,-17%,i,-8%,-1.1,-6%,-1%
CCC(=O)NC(Nc1cccc(C)n1)(C(F)(F)F)C(F)(F)F,0.4%,7%,i,11%,i,10%,-2.4,-3%,0%
O=C(NC(Nc1cc(C(F)(F)F)ccc1Cl)C(=O)c1ccccc1)c1ccccc1 (configuration not stated),6.1%,-1%,i,13%,i,-32%,-1.5,-14%,-1%
CCCNS(=O)(=O)c1ccc(OCC(=O)OC)cc1,-0.5%,3%,i,0%,i,3%,1.4,4%,1%
COc1cc(/C=N/n2c(SC)nnc(C(C)(C)C)c2=O)ccc1O,0.5%,-2%,i,-13%,i,3.2µM*,2.0,11%,-2%
Cc1nn(CC(=O)N(C)C2CCS(=O)(=O)C2)c(C)c1[N+](=O)[O-] (configuration not stated),-0.2%,4%,i,11%,i,14%,1.0,-5%,2%
COc1ccc(C(=S)N2CCOCC2)cc1OC(=O)c1cccc([N+](=O)[O-])c1,0.2%,0%,i,-5%,i,-4%,-1.0,0%,2%
CC(=O)c1cccc(NC(=O)c2ccc3c(c2)c(C)c(C)n3Cc2ccc(Cl)cc2)c1,3.5%,14%,x,-30%,x,u,x,-4%,x
Cc1ccc(CNC(=O)CCc2c(C)nc3ncnn3c2C)cc1,-0.2%,x,i,-5%,i,-10%,-0.9,11%,2%
N#C/C(=C(/O)COc1cccc2ccccc12)c1nc2ccccc2[nH]1,3.6%,-6%,u,-46%,i,-6%,-2.1,-11%,-2%
CN(Cc1ccccc1)C(=O)C1CCN(S(=O)(=O)c2cccc3nsnc23)CC1,-0.9%,6%,i,4%,i,9%,-3.1,2%,-2%
CC(NC(=O)C1CCCCC1)C(=O)NC1=NCCS1 (configuration not stated),-0.4%,-6%,x,-17%,x,u,0.5,22%,0%
Cc1nc(C(=O)N/N=C/c2[nH]ncc2Br)cs1,-0.8%,1%,i,-15%,i,11%,0.1,4%,-14%
CC(C)(C)OC(=O)C(C(=O)OC(C)(C)C)c1ccc(Cl)nn1,-0.4%,2%,i,0%,i,0%,-1.6,7%,-1%
Cc1cccc(OCC(=O)Nc2cc(S(=O)(=O)N3CCOCC3)ccc2N2CCCC2)c1C,-0.4%,1%,i,-6%,i,0%,-2.7,-19%,-11%
COc1ccccc1N1CCN(Cc2cc(=O)c(OCC(=O)NC3CCCC3)co2)CC1,0.2%,1%,i,-10%,i,-6%,-1.9,-19%,1%
CCN(CC)S(=O)(=O)c1cccc(C(=O)N/N=C/c2ccc(N3CCOCC3)cc2)c1,0.3%,0%,i,-10%,i,1%,-0.3,7%,0%
CCOC(=O)N1CCN(C(=O)C[C@@H]2C[C@@]3(C(=O)OCC)CCCC=C3N(Cc3ccc(Cl)cc3Cl)C2=O)CC1,3.9%,x,u,x,i,x,-1.7,x,x

# Structures listed so far that bear a hit mark in TGFb inhibitor:
SMILES	Nrf2 activator	pAkt inh	TGFb inhibitor	CCT modulator	Nrf2 inh	Mm-Cpn inhibitor
COc1cc(/C=N/n2c(SC)nnc(C(C)(C)C)c2=O)ccc1O	0.5%	i	3.2µM*	2.0	11%	-2%

# New compounds follow:
SMILES,Nrf2 activator,A549 viability,S2 tox,HepG2 tox,pAkt inh,TGFb inhibitor,CCT modulator,Nrf2 inh,Mm-Cpn inhibitor
CCOC(=O)c1cnc(-n2nc(C)cc2C)nc1NC(C)c1ccccc1 (configuration not stated),-0.1%,18%,u,-8%,i,-4%,-2.3,u,0%
COc1cc2c(cc1OC)C1C/C(=N\O)C(CC(C)C)CN1CC2 (configuration not stated),0.2%,-3%,i,-2%,x,0%,1.2,-17%,-2%
CCOc1ccccc1Oc1nc(-c2ccccc2O)nc2ccccc12,-0.5%,8%,i,-4%,i,-4%,-1.0,-4%,1%
COc1ccc(OCC(O)CNC(=O)c2ccc(C)cc2)cc1 (configuration not stated),0.2%,-13%,i,-22%,i,-10%,0.5,-19%,1%
COC(=O)c1cc(C(=O)Nc2nnc(CC(C)C)s2)cc([N+](=O)[O-])c1,0.6%,1%,i,-16%,i,-6%,0.2,-15%,2%
COc1cccc(NCc2cc(=O)oc3cc(C)c(C(C)C)cc23)c1,0.2%,-7%,i,2%,i,u,0.5,4%,-2%
COc1ccc(C(=O)NC(NC(=O)c2ccc(OC)c(OC)c2)c2ccccc2F)cc1OC,-0.1%,-1%,i,6%,i,-14%,-3.5,13%,0%
O=C(Nc1cccc(C(F)(F)F)c1)C(SCCO)c1ccccc1 (configuration not stated),2.3%,-3%,i,-4%,i,-15%,-1.5,4%,1%
Cc1ccc(S(=O)(=O)Nc2ccc(Nc3nccn4c(-c5ccc6ccccc6c5)cnc34)cc2)cc1,8.4%,x,i,4%,i,u,0.7,x,x
O=C(O)c1ccc(NC(=O)C2C3CCC(C3)C2C(=O)O)cc1 (configuration not stated),0.0%,15%,i,-54%,i,5%,-2.5,x,1%
Cc1ccc(Cn2c(CCCNC(=O)c3ccco3)nc3ccccc32)cc1,7.8%,3%,i,-35%,x,-12%,x,8%,x
OCCN1CCN(c2cc(-c3ccc(CO)cc3)nc3ccnn23)CC1,-1.1%,x,i,-16%,i,2%,0.6,x,x
C[C@]1(C(=O)NCCN2CCOCC2)C=C[C@@H](Cc2ccccc2)N1C(=O)c1ccccc1,-0.7%,-4%,i,-1%,i,-26%,1.0,5%,-2%
c1ccc(Cc2nc(-c3ccccn3)no2)cc1,0.3%,-7%,i,0%,i,9%,-0.9,u,-1%
CSc1nc(Nc2ccc(C)cc2C)cc(-c2ccccc2)n1,6.8%,1%,u,-47%,x,-12%,x,-17%,x
Cc1cc(S(=O)(=O)NCC(C)C)ccc1OCC(=O)NCc1ccco1,3.3%,2%,i,-2%,i,12%,-3.1,-21%,0%
CCC1SC2=NCCN2C1(O)c1ccc(Cl)cc1 (configuration not stated),-0.2%,-1%,i,-31%,i,22%,1.2,-19%,0%
NS(=O)(=O)c1ccc(NC(=O)COc2ccc(S(=O)(=O)NC3CCCCC3)cc2)cc1,-0.7%,-1%,i,5%,x,-3%,x,6%,x
CNc1nc(OCC#N)nc(N2CCCCC2)n1,0.1%,4%,i,-5%,i,2%,-1.5,-1%,-2%
Cc1cc(C)n(Cc2ccc(C(=O)NN)o2)n1,0.6%,-4%,i,-27%,i,-16%,-50*,0%,0%
COC(=O)CN1C(=O)C(O)(CC(=O)c2ccc(Cl)cc2)c2ccccc21 (configuration not stated),0.6%,-4%,i,-1%,i,4%,-0.2,7%,-1%
Cc1cccc(CC(=O)NCCS(=O)(=O)N2CCN(c3ccccc3)CC2)c1,-0.1%,x,i,-16%,i,-2%,0.2,x,x
COc1ccc(NC(=O)C2(C)Cc3c(-c4ccc(NC(C)=O)cc4)ccnc3O2)cc1 (configuration not stated),-1.3%,x,i,-93%,i,14%,-0.2,x,x
CCOc1ccc(-c2nnn(CC(=O)NCc3ccc4c(c3)OCO4)n2)cc1,-0.5%,5%,i,-22%,i,16%,1.1,16%,0%
CN(CC(=O)Nc1ccc(Cl)cc1)C(=O)c1ccc(-n2cncn2)c([N+](=O)[O-])c1,-0.1%,0%,i,-8%,i,3%,-1.5,-15%,1%
COc1cc(C(=O)N2CCN(C(=O)COc3ccc4ccccc4c3)CC2)cc(OC)c1OC,2.3%,-7%,i,2%,i,-8%,-6.1,4%,-1%
CCCC(NS(=O)(=O)c1ccc(C)cc1)C(=O)O (configuration not stated),-0.1%,-5%,i,6%,i,1%,-0.7,8%,-3%
O=C(O)c1ccc(OCc2cn3ccccc3n2)cc1,0.5%,7%,i,5%,i,17%,-0.2,7%,2%
COc1cc(/C=C/C(=O)O)cc(S(=O)(=O)Nc2cccc(SC)c2)c1OC,-0.6%[9.22 µM],-4%,u,4%,i,-2%,-1.2,10%,-1%
COc1ccc(-c2cc(NC(C)=O)c3ncc(-c4cccc(C(F)(F)F)c4)n3c2)c(OC)c1,9.6%,x,u,-24%,i,u,-0.6,x,x

# In another format: 2 of the compounds above
# Order of results – Nrf2 activator	A549 viability	S2 tox	HepG2 tox	pAkt inh	TGFb inhibitor	CCT modulator	Nrf2 inh	Mm-Cpn inhibitor
O=C(Nc1cccc(C(F)(F)F)c1)C(SCCO)c1ccccc1 (configuration not stated)
    2.3%	-3%	i	-4%	i	-15%	-1.5	4%	1%
CSc1nc(Nc2ccc(C)cc2C)cc(-c2ccccc2)n1
    6.8%	1%	u	-47%	x	-12%	x	-17%	x
